CIT2-GFP yeast – alters CIT2-GFP fluorescence in TOR pathway yeast screen; S. cerevisiae CIT2-GFP strain, flow cytometry, 3 h; 100 means same as DMSO wells; GFP response vs DMSO, % at 10 µM; 0.065% of 320,000 active;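 active = GFP response relative to DMSO above a set limit, near the screen mean plus 3 SD, cut at about 150% in these data; inconclusive = Fewer than 70 cells measured for a yeast strain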;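 note: ratio of well median GFP fluorescence to mean of DMSO wells on the plate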
GLD-1 RNA inh – GLD-1-TGE RNA interaction inhibition (C. elegans); Q17339; purified GLD-1 + fluorescein TGE RNA, fluorescence polarization; inhibition, % at 5.96 µM; 0.44% of 320,000 active;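 active = percent inhibition above a per-plate cutoff, the plate mean of test compounds plus 3 SD, cut at about 30% in these data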;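 note: 0% = DMSO wells with GLD-1 and probe and 100% = wells lacking GLD-1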
MCL1 BIM primary – MCL1-BIM-BH3 interaction inhibition (human) | Q07820 | GST-MCL1 / FITC-Bim-BH3 fluorescence polarization | inhibition, % at 10.9 µM | 0.68% of 320,000 active;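 active = inhibition above the mean inhibition of all tested compounds plus 3 SD, set per campaign, cut at about 40% in these data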;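 note: 0% = DMSO wells and 100% = unlabeled Bim-BH3 peptide control; higher means more loss of mP so more displacement of Bim peptide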
Target sequence (Q07820 whole entry, looked up): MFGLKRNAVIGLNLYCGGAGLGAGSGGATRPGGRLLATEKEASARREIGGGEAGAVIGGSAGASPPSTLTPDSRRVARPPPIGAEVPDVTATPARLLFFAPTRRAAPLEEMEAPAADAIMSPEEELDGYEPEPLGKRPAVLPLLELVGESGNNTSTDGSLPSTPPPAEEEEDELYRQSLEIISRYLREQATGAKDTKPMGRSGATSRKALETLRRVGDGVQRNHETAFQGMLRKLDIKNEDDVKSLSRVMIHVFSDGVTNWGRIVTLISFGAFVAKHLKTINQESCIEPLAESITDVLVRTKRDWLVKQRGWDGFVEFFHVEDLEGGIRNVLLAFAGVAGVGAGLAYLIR
MEX-5 binding – C. elegans MEX-5 TCR-2 RNA binding activity; MEX-5/FITC-TCR2 RNA binding, fluorescence polarization; stronger effect = lower value; Q9XUB2; 0.38% of 300,000 active; AID 1832; activity score (negative = inhibition of binding), % at 10 µM;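 active = inhibition past about -25% in most replicates, and total fluorescence under double the plate's negative control median, limit read from the data; inconclusive = replicates evenly split on the limit, or fluorescence at least double controls; inactive = too little inhibition in most replicates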;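 note: 0% = DMSO and -100% = 5 µM competing unlabeled TCR2 RNA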
GRK2 aptamer HTS – blocks RNA aptamer binding to human GRK2 | bead flow cytometry, FAM-aptamer displacement from GRK2 | inhibition of aptamer binding, % at 10 µM | 0.59% of 330,000 active;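 active = inhibition of aptamer binding above 40%, roughly 3 SD of noise, on plates passing a quality check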;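 note: median bead fluorescence of bound FAM aptamer so fluorescent compounds give negative values; no value below 0 was filed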
Target sequence (P25098 whole entry, looked up): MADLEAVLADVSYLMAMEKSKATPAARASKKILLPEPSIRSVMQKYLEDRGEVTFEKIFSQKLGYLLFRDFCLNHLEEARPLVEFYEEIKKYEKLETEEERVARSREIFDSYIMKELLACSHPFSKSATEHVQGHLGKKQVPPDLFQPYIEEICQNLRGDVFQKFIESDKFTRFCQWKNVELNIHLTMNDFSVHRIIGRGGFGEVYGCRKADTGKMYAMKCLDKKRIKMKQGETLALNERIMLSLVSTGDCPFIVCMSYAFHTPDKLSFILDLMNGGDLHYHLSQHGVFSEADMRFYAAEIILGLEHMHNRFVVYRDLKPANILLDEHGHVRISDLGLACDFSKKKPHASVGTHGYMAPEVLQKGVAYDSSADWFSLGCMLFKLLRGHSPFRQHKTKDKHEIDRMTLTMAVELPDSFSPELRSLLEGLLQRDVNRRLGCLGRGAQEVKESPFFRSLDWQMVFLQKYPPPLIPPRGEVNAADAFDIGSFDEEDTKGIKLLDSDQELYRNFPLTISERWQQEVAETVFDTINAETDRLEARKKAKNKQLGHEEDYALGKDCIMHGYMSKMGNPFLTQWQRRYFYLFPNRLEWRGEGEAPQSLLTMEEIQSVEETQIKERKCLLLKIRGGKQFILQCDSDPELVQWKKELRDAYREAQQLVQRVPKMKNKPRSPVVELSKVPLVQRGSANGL
AGP1 TOR yeast – alters AGP1-GFP fluorescence in TOR pathway yeast screen; S. cerevisiae AGP1-GFP multiplex flow cytometry, 3 h; GFP as percent of DMSO wells; GFP response vs DMSO, % at 10 µM; 0.02% of 320,000 active; AID 2066;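 active = GFP response relative to DMSO above a set limit, near screen average plus 3 SD, cut at about 150% in these data; inconclusive = fewer than 70 cells counted for the yeast strain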;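 note: median GFP channel fluorescence of the gated AGP1 strain per well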
VLA-4 inh – inhibition in a human VLA-4 binding assay | VLA-4 expressing cells, ligand binding flow cytometry | inhibition, % (about 7 µM as worked out from the volumes in the protocol) | AID 2557 | 0.2% of 330,000 active; in the data active = inhibition above about 50%
CR mimetic SO – lowers age-related superoxide in aged yeast cells | S. cerevisiae aged cells, superoxide DHE fluorescence; stronger effect = lower value | superoxide response (% of plate mean), % at 10 µM | 0.18% of 330,000 active | AID 2690;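 active = superoxide response under a set limit, about three screen SD below normal, cut at about 65% in these data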;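 note: yeast aged for seven days with compound at 30 °C before DHE staining; 100% = average MFI of all compound-treated wells on the plate with controls excluded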
Bcl-xL primary – Bcl-xL (human) inhibition; Q07817; GST-Bcl-xL / FITC-Bim BH3 peptide fluorescence polarization; inhibition, % at 10.9 µM; 0.7% of 320,000 active; AID 2129;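 active = inhibition above the mean of all tested compounds plus 3 SD, cutoff set per campaign, cut at about 30% in these data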;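 note: 0% = DMSO wells and 100% = unlabeled Bim-BH3 peptide competitor; inhibitors lower millipolarization by displacing the labeled peptide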
Starred values were filed as active, the others as inactive; ? = inconclusive; / = not tested or not shown.

A first look (16 entries):
SMILES	CIT2-GFP yeast	GLD-1 RNA inh	MCL1 BIM primary	MEX-5 binding	GRK2 aptamer HTS	AGP1 TOR yeast	VLA-4 inh	CR mimetic SO	Bcl-xL primary
O=C(N/N=C/c1ccccc1)NC1CCCCC1	89	5	-1	-1.8	0	97	5	92	0
COc1ccc(CN2CCN(S(=O)(=O)c3ccc(NC(C)=O)cc3)CC2)cc1	100	2	-2	-1.9	2	109	17	96	3
O=C1C2C(c3ccccc3)C=CC(c3ccccc3)C2C(=O)N1C1CCCCC1 (centres undefined)	98	-2	-2	2.6	0	97	2	89	-2
Cc1ccccc1C(=O)Nc1ccc(N2CCOCC2)nc1	134	12	2	3.4	0	100	-5	117	4
CC1CN(C(=O)c2ccc(Oc3ccccc3)cc2)CC(C)O1 (centres undefined)	94	3	4	2.0	1	94	7	90	5
Cc1cc(N)n(Cc2cccs2)n1	101	-1	-10	-1.0	1	99	-5	80	-5
CCOC(=O)N1CCN(C(=O)Nc2ccc(Cl)cc2)CC1	93	6	-1	1.5	0	100	7	92	5
COC(=O)/C=C1\S/C(=N/N=C/c2ccccc2)NC1=O	114	2	8	-0.5	1	104	16	96	7
O=C(CN1CCN(S(=O)(=O)c2ccc(Cl)s2)CC1)NCc1ccc(Cl)cc1	106	-1	-6	1.9	2	111	-10	94	-2
CCN(Cc1ccncc1)C(=O)c1ccccc1NS(=O)(=O)c1ccc(Br)cc1	97	-1	0	1.7	0	105	-9	96	5
CCNC(=O)CN1C(=O)NC2(CCCCCC2)C1=O	106	1	3	-0.7	1	109	-5	99	1
CC(C)OC(=O)C1=C(N)N2C(=O)CSC2=C(C(=O)OC(C)C)C1	98	5	3	5.6	1	104	-9	91	2
CC(C)CN(C(=O)COc1ccc(C(C)(C)C)cc1)C1CCS(=O)(=O)C1 (centres undefined)	110	11	0	2.3	5	123	17	98	-1
COc1cc(NC(=O)c2ccccc2C)c(OC)cc1NC(=O)CN1CCOCC1	94	-4	9	-1.3	3	96	6	87	8
Cc1ccc(C(=O)NNS(=O)(=O)c2ccc(F)cc2)cc1	98	1	0	0.9	2	98	9	91	-4
Cc1cccc(N2C(=O)CN(Cc3sccc3C)C2=S)c1	89	-2	6	1.4	0	97	-2	92	5

All compounds of this part (from the top)
SMILES	CIT2-GFP yeast	GLD-1 RNA inh	MCL1 BIM primary	MEX-5 binding	GRK2 aptamer HTS	AGP1 TOR yeast	VLA-4 inh	CR mimetic SO	Bcl-xL primary
O=C(N/N=C/c1ccccc1)NC1CCCCC1	89	5	-1	-1.8	0	97	5	92	0
COc1ccc(CN2CCN(S(=O)(=O)c3ccc(NC(C)=O)cc3)CC2)cc1	100	2	-2	-1.9	2	109	17	96	3
O=C1C2C(c3ccccc3)C=CC(c3ccccc3)C2C(=O)N1C1CCCCC1 (centres undefined)	98	-2	-2	2.6	0	97	2	89	-2
Cc1ccccc1C(=O)Nc1ccc(N2CCOCC2)nc1	134	12	2	3.4	0	100	-5	117	4
CC1CN(C(=O)c2ccc(Oc3ccccc3)cc2)CC(C)O1 (centres undefined)	94	3	4	2.0	1	94	7	90	5
Cc1cc(N)n(Cc2cccs2)n1	101	-1	-10	-1.0	1	99	-5	80	-5
CCOC(=O)N1CCN(C(=O)Nc2ccc(Cl)cc2)CC1	93	6	-1	1.5	0	100	7	92	5
COC(=O)/C=C1\S/C(=N/N=C/c2ccccc2)NC1=O	114	2	8	-0.5	1	104	16	96	7
O=C(CN1CCN(S(=O)(=O)c2ccc(Cl)s2)CC1)NCc1ccc(Cl)cc1	106	-1	-6	1.9	2	111	-10	94	-2
CCN(Cc1ccncc1)C(=O)c1ccccc1NS(=O)(=O)c1ccc(Br)cc1	97	-1	0	1.7	0	105	-9	96	5
CCNC(=O)CN1C(=O)NC2(CCCCCC2)C1=O	106	1	3	-0.7	1	109	-5	99	1
CC(C)OC(=O)C1=C(N)N2C(=O)CSC2=C(C(=O)OC(C)C)C1	98	5	3	5.6	1	104	-9	91	2
CC(C)CN(C(=O)COc1ccc(C(C)(C)C)cc1)C1CCS(=O)(=O)C1 (centres undefined)	110	11	0	2.3	5	123	17	98	-1
COc1cc(NC(=O)c2ccccc2C)c(OC)cc1NC(=O)CN1CCOCC1	94	-4	9	-1.3	3	96	6	87	8
Cc1ccc(C(=O)NNS(=O)(=O)c2ccc(F)cc2)cc1	98	1	0	0.9	2	98	9	91	-4
Cc1cccc(N2C(=O)CN(Cc3sccc3C)C2=S)c1	89	-2	6	1.4	0	97	-2	92	5
COc1ccccc1N(C)S(=O)(=O)c1ccc(C(=O)Nc2ccc(C(N)=O)cc2)cc1	93	3	/	/	0	100	-5	110	/
CCC(CC)C(=O)Nc1ccc(S(=O)(=O)Nc2nccs2)cc1	85	2	4	-2.6	0	94	-4	105	1
O=C(CCN1CCOCC1)NNC(=S)NC(=O)c1ccccc1	106	-8	2	-0.3	2	105	5	104	1
NC(=O)Nc1ccc(Cl)cc1	92	0	1	1.5	2	105	-3	98	4
Cc1ccc2nc(-c3cccc(Br)c3)cc(C(=O)NC3CC3)c2c1	101	5	3	0.6	7	100	18	87	1
O=C(Oc1ccccc1)c1cccc(COC(=O)c2cnccn2)c1	97	1	4	-3.2	3	92	-5	84	6
Cc1cccc(NC(=O)CN2C(=O)N/C(=C\c3ccccc3OCc3ccc(C(=O)O)cc3)C2=O)c1	107	3	-1	-1.9	3	102	-8	100	2
COCCn1c(SCC(=O)Nc2ccccc2OC)nc2c(oc3ccccc32)c1=O	105	5	13	-0.8	2	102	20	107	10
CCCCCc1cc(=O)[nH]c(=S)[nH]1	105	0	6	1.8	0	108	2	89	3
N#Cc1c(NC(=O)c2cccnc2)sc2c1CCC2	99	-1	21	-2.4	6	99	-27	129	12
CCOc1ncccc1C(=O)OCc1cn2cc(Cl)ccc2n1	?	-2	5	-2.9	1	?	0	86	1
O=c1c2c(ncn2C2CCCC2)n(Cc2ccccc2)c(=O)n1CCOc1ccccc1	103	1	4	0.9	0	100	2	97	-1
O=C(CSc1nnc2ccccn12)N1CCc2ccccc21	114	1	5	1.8	4	106	-1	99	3
Cc1cccc2cc(CN(Cc3ccccc3)C(=O)N(C)C)c(=O)[nH]c12	102	6	-2	0.2	3	104	5	91	6
CNC[C@H]1Oc2ccc(NC(=O)Nc3ccc(OC)cc3)cc2C(=O)N([C@@H](C)CO)C[C@H]1C	88	-3	/	/	0	94	-3	108	/
CCOC(=O)C1CCN(c2cc3c(cc2NC(=O)c2ccc(OC)c(OC)c2)n(C)c(=O)n3C)CC1	94	-2	4	-2.2	0	97	2	117	3
COc1cc(N2CCCC2)c(OC)cc1/C=C1/NC(=S)NC1=O	108	-22	-150	5.3	0	98	-192	110	-57
O=C(c1ccc(Cl)cc1)c1coc2ccc(O)cc12	85	8	2	3.3	0	93	6	98	4
CCC1CCCCN1CCCNC(=O)Cn1cnc2sc(C)c(S(=O)(=O)N3CC(C)CC(C)C3)c2c1=O (centres undefined)	98	-5	-5	4.7	0	103	10	116	4
CC1C(=O)C(C)C(c2ccc(Br)cc2)NC1c1ccc(Br)cc1 (centres undefined)	92	-8	2	1.2	0	93	1	128	6
CCOc1cc(-c2c(C#N)c(N)nc3c2CCCC3C)ccc1O (centres undefined)	105	1	2	-2.8	4	97	0	101	5
Cc1ccc(CC(CC(=O)O)C(=O)NCC23CC4CC(CC(C4)C2)C3)cc1 (centres undefined)	102	0	-2	1.3	0	106	2	107	5
CCc1cccc(CC)c1NC(=S)NCc1ccc2c(c1)OCO2	104	4	7	1.9	0	104	12	108	0
O=C(Nc1cccc(Cl)c1N1CCOCC1)c1ccco1	96	-7	-1	-1.0	0	87	6	95	0
COc1ccc(Oc2cc(C(F)(F)F)nc(N(C)C)n2)cc1	118	-1	4	-0.4	1	105	5	105	5
COCCn1c(SCC(=O)Nc2cc(C)cc(C)c2)nc2ccccc2c1=O	101	4	12	-3.8	0	103	9	100	2
COc1ccccc1CN1CCNC(=O)C1CC(=O)NCCOc1cccnc1 (centres undefined)	104	6	18	-0.3	6	114	13	102	12
COCc1cc(=O)[nH]c(-c2ccccc2)n1	94	0	2	0.6	0	94	9	91	8
COc1ccccc1-n1cnnc1SCC(=O)NC1CCS(=O)(=O)C1 (centres undefined)	92	11	-5	-1.1	0	98	-1	87	2
c1ccc(-c2nc(N3CCCCC3)nc3ccccc23)cc1	106	0	5	-3.3	9	89	0	101	8
Cc1cc(C)n2nc(C(=O)Nc3ccc(S(=O)(=O)N4CCCC4)cc3)nc2n1	114	0	0	0.5	1	97	-12	95	-2
COCCCn1c(SCC(N)=O)nnc1-c1ccccc1	93	0	5	-0.5	1	92	1	77	4
Cc1c(NC(=O)CSc2nccn2C)c(=O)n(-c2ccccc2)n1C	96	1	-8	-0.8	2	103	-1	110	-13
COc1cccc(/C=N\NC(=O)C2C(=O)NCC2c2ccccc2)c1O (centres undefined)	93	5	11	-2.9	1	96	24	100	5
Cn1c(=O)c2c(nc(N3CCOCC3)n2CCSc2ncccn2)n(C)c1=O	112	4	-2	0.5	3	106	-9	91	3
Cc1ccccc1C(=O)NC(=S)Nc1ccc(S(=O)(=O)N2CCN(C)CC2)cc1	96	2	10	-0.4	0	99	-3	107	2
Cc1ccc(C(=O)N/C(=C\c2cn(S(=O)(=O)N(C)C)c3ccccc23)C(=O)N2CCCC2)cc1	101	9	4	2.7	2	97	10	100	10
COc1ccc(S(=O)(=O)N2CCCCCC2)cc1C(=O)N(C)CCOc1ccccc1	114	-4	8	3.0	0	107	-1	106	9
O=S(=O)(Cc1ccccc1)N1CCN(Cc2ccc(Br)cc2)CC1	103	-5	5	0.2	2	94	15	90	1
Cc1c(C(=O)NCC2CCCO2)oc2ccccc12 (centres undefined)	100	8	-3	/	0	101	17	89	-1
O=C1c2oc3ccccc3c(=O)c2C(c2cccc(O)c2)N1c1ccccn1 (centres undefined)	98	1	-5	-1.7	2	101	14	90	-3
COc1ccc(C2(C)NC(=O)N(CC(=O)NCc3ccccc3F)C2=O)cc1 (centres undefined)	100	-6	-1	0.5	27	96	9	100	0
CC(=O)N1c2ccccc2[C@@H](C)[C@@H]1C	99	-4	4	/	3	106	-9	107	1
COc1ccccc1/C=C1\SC(=S)N(CCC(=O)NC2=NCCS2)C1=O	99	2	10	-63*	0	98	-1	114	4
COc1ccc(C(=O)NCC(C)C)c(OC)c1	98	8	-4	0.2	0	109	-3	93	2
CCCC(=O)N=C1SC2CS(=O)(=O)CC2N1c1ccc(-c2nc3ccc(C)cc3s2)cc1 (centres undefined)	91	5	-8	-0.1	2	95	28	104	3
O=[N+]([O-])c1cccc(/C=N/NC2=NS(=O)(=O)c3ccccc32)c1	/	3	3	0.8	2	94	-4	102	6

Assay outcomes: PubChem, several laboratories
